Source: PubChem
TRPV1 ag: activates the human vanilloid receptor TRPV1; Q8NER1; TRPV1-expressing cells, Fluo-8 calcium influx, agonist mode; activation, % at 8.33 µM; 320,000 compounds, 0.19% hits; AID 540275; in the data active = activation above about 80%; inconclusive = between about 30% and that limit; note: 0% is about no effect
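Cells expressing TRPV1 were dye-loaded with Fluo-8 and read kinetically: 10 s baseline, 3 min after compound (agonist portion), then 2 min after EC20 capsaicin (allosteric enhancer portion). Calcium-bound dye fluorescence at 480/520 nm.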
Gal4-VP16 FLuc: Gal4-VP16 reporter inhibition counter-screen; Drosophila S2 Gal4-VP16 UAS-luciferase, luminescence, 20 h; Potency, µM (doses to about 53.6 µM), inactives show at the top dose activity, negative = inhibition, hits mostly inhibitors; 310,000 compounds, 3.5% hits;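 note: Gal4-VP16 expression switched on by copper sulfate through the metallothionein promoter; potency is the fitted concentration of half-maximal effect; % is set by controls: 0 for no effect and ±100 for the full control effect; nearly all actives have a fitted effect of over 50% in size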
Rab9 promoter act: activates the Rab9 promoter; Huh7 Rab9 promoter-luciferase reporter, luminescence, 24 h; Potency, µM (top dose mostly 9.22 µM), for inactives: at the highest dose activation, negative = inhibition, hits mostly activators; 320,000 compounds, 2.8% hits; note: potency is the fitted concentration of half-maximal effect; % of control where 0% means no effect; nearly all actives have a fitted effect of over 60% in size
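Stable Rab9-luc Huh7, 1500 cells/well, 2 h settle; cmpd in DMSO, 24 h, 37 °C/5% CO2; luciferase reagent 10 min RT; luminescence.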
NPC1 promoter act: NPC1 promoter activation. Huh7 NPC1 promoter luciferase reporter, 24 h. Potency, µM (series often up to 9.22 µM), for inactives: at the highest dose activation, actives largely listed as activators. 320,000 compounds, 2.4% hits. AID 485313;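 note: potency is the fitted concentration of half-maximal effect; % of control where 0% means no effect; nearly all actives have a fitted effect of over 60% in size; reporter is driven by a mutant NPC1 promoter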
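Luminescence from an NPC1 promoter-driven luciferase reporter in stably transfected Huh7 cells was measured after 24 h compound treatment at 37 °C, followed by 10 min ambient incubation with luciferase detection reagent.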
p53 reactivator: restores transcriptional activity of mutant p53. H1299 p53-A138V BP100-luciferase reporter, luminescence, 24 h. Potency, µM (highest dose often 92.2 µM), for inactives: at the top dose activity change, positive = activation, actives largely listed as activators. 320,000 compounds, 0.063% hits; note: potency is the fitted concentration of half-maximal effect; % of control where 0% means no effect; nearly all actives have a fitted effect of over 45% in size
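H1299 (p53-null), stable ts p53-A138V + BP100-Luc; 1000 cells/well, Opti-MEM/10% FBS; cpd 4 pt, 1:5; 24 h, 37 deg C, 5% CO2; detection reagent 10 min RT; luminescence.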
FLuc counter: firefly luciferase modulation, counter-screen for miR-21 project | 360,000 compounds, 6.9% hits | P08659 | Potency, µM (titrated, usually from 57.5 µM), without a hit: at the highest dose activity change, negative = inhibition, usual class: inhibitors | AID 588342 | purified FLuc, Km substrates, luminescence inhibition;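 note: potency is the fitted concentration of half-maximal effect; plate controls were vehicle for no effect and reference inhibitor for full effect; nearly all actives have a fitted effect of over 55% in size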
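Purified P. pyralis luciferase (10nM final) with 10uM D-luciferin and 10uM ATP (Km levels) in 50mM Tris acetate pH 7.5, 10mM Mg acetate, 0.01% Tween-20, 0.05% BSA; qHTS 6-point titration, ~60 µM downward; luminescence read.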
ELG1 genotoxic: genotoxicity induction in ELG1-luciferase HEK293T cells | HEK293T ELG1-luciferase reporter, luminescence, 16 h | Potency, µM (highest dose often 46 µM), inactives show at the highest dose activity change, positive = activation, usual class: activators | 330,000 compounds, 1.3% hits; note: potency is the fitted concentration of half-maximal effect; % of control where 0% means no effect; nearly all actives have a fitted effect of over 60% in size
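ELG1-luciferase HEK293T cells, 2,000/well; compound pinned in; 16 hr, 37 °C, 5% CO2; ONE-Glo, 30 min RT; luminescence on CCD imager.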
ELG1 DNA repair: blocks ELG1-dependent DNA repair in HEK293T cells | HEK293T ELG1-luciferase reporter, luminescence, 16 h; DNA damage induced by 5-fluorouridine | Potency, µM (doses to about 46.1 µM), without a hit: at the highest dose activity change, negative = inhibition, hits mostly inhibitors | 330,000 compounds, 2.3% hits | AID 504467; note: potency is the fitted concentration of half-maximal effect; % is set by controls: 0 for no effect and ±100 for the full control effect; nearly all actives have a fitted effect of over 55% in size
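Overnight (16 hr) co-exposure of 2,000 cells/well to 5-fluorouridine and compound at 37 °C preceded detection. Luciferase was quantified via ONE-Glo luminescence; loss of signal denotes inhibition.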
RORg inh: inhibitors of mouse ROR gamma transcriptional activity | Drosophila S2 Gal4-RORgamma UAS-luciferase reporter, 20 h | P51450 | 310,000 compounds, 5.4% hits | Potency, µM (doses to about 53.6 µM), without a hit: at the highest dose activity change, negative = inhibition, most hits filed as inhibitors; note: potency is the fitted concentration of half-maximal effect; % is set by controls: 0 for no effect and ±100 for the full control effect; nearly all actives have a fitted effect of over 60% in size
Target sequence (P51450 whole entry, looked up, the tested form may be a part): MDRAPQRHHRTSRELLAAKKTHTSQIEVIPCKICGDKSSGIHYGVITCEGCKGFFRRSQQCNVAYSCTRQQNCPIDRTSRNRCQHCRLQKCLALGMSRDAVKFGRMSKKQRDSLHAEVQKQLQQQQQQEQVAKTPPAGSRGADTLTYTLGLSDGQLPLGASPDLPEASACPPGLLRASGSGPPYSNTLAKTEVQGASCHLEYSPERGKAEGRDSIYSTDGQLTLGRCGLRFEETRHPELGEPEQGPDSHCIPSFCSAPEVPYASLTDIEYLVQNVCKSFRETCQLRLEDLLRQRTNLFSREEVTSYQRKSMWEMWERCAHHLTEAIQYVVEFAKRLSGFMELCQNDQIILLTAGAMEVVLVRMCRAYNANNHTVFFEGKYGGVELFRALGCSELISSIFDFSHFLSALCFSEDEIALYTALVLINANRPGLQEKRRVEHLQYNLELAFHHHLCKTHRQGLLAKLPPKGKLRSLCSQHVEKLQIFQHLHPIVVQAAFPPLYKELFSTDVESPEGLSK
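Drosophila S2 cells stably expressing Gal4-DBD/mouse RORγ fusion under metallothionein promoter plus UAS-luciferase; compound 1 h, then 700 uM CuSO4 induction for 20 h at ambient temperature; inhibition read as reduced luminescence.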
Tb PFK block: blocks T. brucei phosphofructokinase; O15648; T. brucei PFK, ADP-Glo luminescence; Potency, µM (series often up to 57.5 µM), for the others: at the top dose activity, negative = inhibition, most hits filed as inhibitors; 330,000 compounds, 0.17% hits; AID 485367;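 note: potency is the fitted concentration of half-maximal effect; 0% = uninhibited 1x PFK enzyme wells and -100% = no-enzyme wells; nearly all actives have a fitted effect of over 60% in size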
Target sequence (O15648 whole entry, looked up): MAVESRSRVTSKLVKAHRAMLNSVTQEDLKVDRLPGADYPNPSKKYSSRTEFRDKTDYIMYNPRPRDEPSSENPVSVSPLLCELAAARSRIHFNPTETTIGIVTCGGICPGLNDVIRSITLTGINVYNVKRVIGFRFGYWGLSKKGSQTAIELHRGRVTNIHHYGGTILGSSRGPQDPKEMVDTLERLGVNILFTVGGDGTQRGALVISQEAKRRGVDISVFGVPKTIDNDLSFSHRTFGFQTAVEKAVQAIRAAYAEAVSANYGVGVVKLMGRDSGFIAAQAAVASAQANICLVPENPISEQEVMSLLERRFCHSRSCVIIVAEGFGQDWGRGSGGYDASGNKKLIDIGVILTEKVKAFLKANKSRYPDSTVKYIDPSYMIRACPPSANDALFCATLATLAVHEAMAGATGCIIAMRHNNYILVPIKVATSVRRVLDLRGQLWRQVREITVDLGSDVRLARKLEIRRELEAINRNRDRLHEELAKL
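Activity is normalized to no-enzyme wells (full inhibition) and 1.25 nM enzyme wells (no inhibition). Reaction: 0.5 mM F6P, 0.1 mM ATP, 45 min RT, ADP-Glo luminescence; concentration-response curves fitted and classed by quality.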
BRCA1 expr act: increases BRCA1 expression. 380,000 compounds, 1.1% hits. Potency, µM (top dose mostly 46.1 µM), without a hit: top-dose activation, usual class: activators. MCF7-BRCA1-FFLuc reporter, luminescence, 48 h; response scale: scaled: vehicle 0%, 10 µM genistein 100%; note: potency is the fitted concentration of half-maximal effect; nearly all actives have a fitted effect of over 80% in size; some results filed as inactive show a strong effect at the top dose
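MCF7-BRCA1-FFLuc, 2000 cells/well; 2 h attach, 37 °C/5% CO2; compound 48 h; luciferase substrate 15 min; luminescence end-point. Norm. to genistein 10 microM max activation and DMSO; concentration-response curves fitted.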
* = called active by the depositor; ? = inconclusive; . = no result given; & = joins results of further samples; [ ] = another dose, or the depositor's remark. Unless noted, calls come from the whole dose curve; as a rule, active = well fitted curve in the direction sought with a large enough effect; inconclusive = small, poorly fitted or top-dose-only effect, or another doubt; inactive = no such curve, though single readings can be large; an effect the other way counts as inactive or inconclusive.

SMILES	TRPV1 ag	Gal4-VP16 FLuc	Rab9 promoter act	NPC1 promoter act	p53 reactivator	FLuc counter	ELG1 genotoxic	ELG1 DNA repair	RORg inh	Tb PFK block	BRCA1 expr act
CCOc1ccccc1NC(=O)c1cc(C(=O)Nc2ccccc2OCC)cc(N2C(=O)CCC2=O)c1	3	-7%	-2%	2%	-3%	-2%	1%	3%	-2%	1%	13%
CC(=O)Nc1nc2cc3c(cc2s1)OCCO3	3	-13%	1.4µM*	1.6µM*	8%	7.6µM*	?	?	?	-1%	?
Cc1ccc(C(=O)NCc2ccco2)cc1S(=O)(=O)Nc1cccc(C)c1C	8	5%	-5%	0%	-5%	0%	-7%	?	-25%	3%	-17%
CN1CCN(c2ccc(S(=O)(=O)N3CCCCC3)cc2N)CC1	-2	.	2%	-4%	-3%	7%	3%	?	.	-4%	18%
CC1(C)CC2CC(C)(CN2C(=O)C23CCC(C)(C(=O)C2)C3(C)C)C1 (centres undefined)	26	-2%	0%	1%	-6%	1%	-1%	10%	1%	0%	-23%
O=C(COC(=O)c1cccnc1Cl)Nc1nc(-c2ccccc2)cs1	6	2%	26%	6%	?	?	?	?	?	1%	43%
COC(=O)c1ccc(CN=C(NS(=O)(=O)c2ccccc2)c2ccccc2)cc1	.	.	.	.	-3%	.	-1%	-13%	.	2%	-8%
COc1ccc(NC(=O)CN(C)C(=O)C(Sc2ccccc2)c2ccccc2)cc1 (centres undefined)	2	.	-9%	2%	-4%	-7%	-2%	?	.	1%	-30%
O=C(Cc1ccccc1)Nc1ccc(NC(=O)c2ccco2)cc1	1	-7%	24%	27%	17%	?	?	2%	-27%	-4%	85%
COc1ccccc1NS(=O)(=O)c1cc(NC(=O)c2cc(=O)[nH]c3ccccc23)ccc1N1CCOCC1	-2	-5%	-2%	-4%	-5%	-1%	-7%	?	6%	-3%	-47%
COc1ccccc1/C=N/NC(=O)c1csc(C)c1C	2	20%	28%	14%	11%	3.4µM*	12%	?	-31%	-7%	15%
Cc1cc(NC(=O)CCN2CCC(C)CC2)ccc1Br	0	6%	4%	-4%	-23%	0%	-4%	10%	-3%	-3%	-24%
Cn1c(CNC(=O)c2ccco2)nnc1SCC(=O)c1ccc(F)cc1	-1	5%	4%	-1%	2%	3%	6%	7%	1%	-6%	19%
Cc1c(NC(=O)c2cc(-c3ccc(Cl)cc3)on2)c(=O)n(-c2ccccc2)n1C	-1	5%	-4%	0%	-6%	-5%&-16%	-10%	-11%	15%	-1%	-18%
COc1ccc(Sc2ccc(/C=C3\C(=O)NN(c4ccccc4)C3=O)o2)cc1	6	?	-7%	-3%	5%	-17%	4%	6%	-83%	5%	-20%
CCNC(=S)N/N=C/c1ccc(-c2ccccc2)o1	6	1.4µM*	9%	6%	?	?	1%	?	0.32µM*	-1%	15%
O=C(c1ccccc1F)N(NC(=O)C(O)(c1ccccc1)c1ccccc1)c1ccccc1	-4	0%	-3%	-3%	-1%	0%	-6%	-14%	13%	-5%	-40%
S=c1[nH]nc(-c2ccccc2)n1/N=C/c1ccc(Cl)cc1	14	?	-10%	0%	-5%	1%	-3%	-9%	1.1µM*	0%	-3%
Cc1cc(N2CCN(C)CC2)nc(=S)[nH]1	-1	17%	1%	-7%	0%	0%	0%	2%	-13%	4%	6%
Cn1c(O)c(N=NC(=O)c2ccccc2O)c2ccccc21	3	-25%	?	3.5µM*	?	3µM*	7.3µM*	?	-41%	7%	43%
CC1CC(C)CN(S(=O)(=O)c2cccc(C(=O)N3CCN(c4ccc(F)cc4)CC3)c2)C1 (centres undefined)	19	.	-5%	-3%	-4%	4%	-6%	-24%	.	2%	-30%
CCN(CC)c1ccc(CNc2nc3ccccc3n2CCN2CCOCC2)cc1	10	-14%	-18%	-6%	-7%	3%	-13%	?	11µM*	-2%	-32%
COc1cc([N+](=O)[O-])ccc1NC(=O)NNC(=O)c1sccc1C	1	17%	-1%	-1%	0%	-15%	10%	12%	3%	4%	15%
O=C(CCN1C(=O)/C(=C/c2cccs2)SC1=S)N1CCCCC1	2	?	-21%	-20%	0%	15µM*	7%	?	11µM*	-1%	-71%
CCSC1=N/C(=C\c2ccc(OC)cc2)C(=O)N1	13	-9%	13%	-2%	13%	?	1%	-3%	-3%	0%	4%

The results go on.
SMILES	TRPV1 ag	Gal4-VP16 FLuc	Rab9 promoter act	NPC1 promoter act	p53 reactivator	FLuc counter	ELG1 genotoxic	ELG1 DNA repair	RORg inh	Tb PFK block	BRCA1 expr act
Cc1cc(NC(=O)c2ccccc2)ncc1NC(=O)c1ccco1	-2	0%[0.365 µM]	1.4µM*	2µM*	0%	11µM*	1.6µM*	?	?	?	?
CCNC(=S)N1CCN(CCN2C(=O)c3cccc4cccc(c34)C2=O)CC1	6	-2%	0%	-2%	-1%	6%	-2%	0%	13%	0%	39%
Cc1snc(SCC(=O)c2ccc(Cl)cc2)c1C#N	?	-19%	?	?	?	?	10%	?	?	3%	95%
O=C(CSC1=NS(=O)(=O)c2cc(F)ccc2N1)NCCc1ccccc1	1	.	1%	1%	5%	0%	1%	4%	.	-12%	20%
O=C(c1ccccc1)c1c[nH]cc1-c1ccccc1	0	1%	5%	-3%	-2%	-1%	4%	-1%	-19%	-1%	-6%
CC1CC1C(=O)OCC(=O)Nc1ccc(Cl)cn1 (centres undefined)	.	.	.	.	5%	.	0%	?	.	1%	-1%
Clc1ccc(CO/N=C/c2c(-c3ccccc3)nc3n2CCS3)c(Cl)c1	7	-10%	0%	-2%	-3%	1%	-5%	-3%	-5%	-1%	-1%
COc1cc(-c2cc(C(=O)Nc3ccc(C)c(S(=O)(=O)N4CCOCC4)c3)c3ccccc3n2)cc(OC)c1OC	.	.	.	.	-16%	.	-7%	2.1µM*	.	16%	-34%
O=C(Cn1cnnn1)Nc1cccc([N+](=O)[O-])c1	-3	-3%[10 µM]	-2%	-2%	1%	-1%	-13%	0%	-8%	-4%	-8%
CCN1CCN(C(=O)c2cnn3c(C(F)F)cc(-c4ccc(C)cc4)nc23)CC1	13	-1%	-3%	0%	1%	7%	0%	?	11%	0%	-6%[1.84 µM]
Cc1ccc(S(=O)(=O)N2CCC(=O)N2)cc1	1	-6%	-2%	-1%	-6%	4%	-2%	-1%	2%	-1%	23%
Clc1nc2sccn2c1/C=N/n1cnc2ccccc21	13	?	13%	-5%	3%	-8%	?	19%	?	4%	-46%
CN(C(=O)CC(=O)Nc1ccc(Cl)c(Cl)c1)c1ccccc1	6	-11%	15%	-1%	5%	-11%	-1%	3%	11%	-7%	0%
Cc1ccccc1OCC(=O)NCCN1CCCC1	2	-1%	6%	11%	-5%	-1%	-1%	8%	3%	2%	0%
COC(=O)c1c(NC(=O)CSc2nc3ccccc3c(=O)n2Cc2ccco2)sc(C)c1C	-2	4%	-3%	-3%	3%	3%	-1%	0%	?	2%	-2%
Cc1cccc(N2CCN(C(=O)c3ccc4c(c3)c(C)c(C)n4C)CC2C)c1 (centres undefined)	6	-6%	-9%	-1%	-7%	1%&-10%	-7%	-9%	2%	1%	-24%
O=S1(=O)N=C(N/N=C/c2cccs2)c2ccccc21	3	0.5µM*	-2%	7%	.	?	-4%	4%	0.89µM*	3%	-23%
COc1cccc(C(=O)N2CCN(C(=O)COc3ccc4ccccc4c3)CC2)c1	9	-8%	-2%	-5%	-3%	6µM*	-24%	?	45%	-1%	-4%
O=C1CC(c2ccccc2)CC(O)=C1C=Nc1ccccc1O (centres undefined)	24	-23%	-5%	-2%	5%	3%	5%	7%	11µM*	-2%	-9%
CC1CN(C(=O)COc2ncnc3ccccc23)CC(C)O1 (centres undefined)	-2	-6%	-3%	2%	-11%	4%	1%	-4%	-5%	-2%[0.46 µM]	4%
Cc1cc2nc(-c3ccc(SCC(=O)Nc4ccc(S(=O)(=O)NC5CC5)cc4)nc3)[nH]c2cc1C	4	?	1.4µM*	2.8µM*	2.8µM*	0.11µM*	?	?	?	15%	?
CCN(c1cccc(C)c1)c1ncnc2nc[nH]c12	-1	-3%	0%	-3%	-15%	-1%	-29%	?	0%	0%	30%
